# Bioassay records as filed in PubChem.
# MT stabilize HCS: microtubule stabilizers in HeLa cells; % tubulin-high responders, % at 10 µM; 0.83% of 200,000 active; HeLa tubulin immunostaining HCS, 24 h; share of cells brighter than vehicle mean+2SD;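 active = plate Z-score above 3 for both tubulin-high and condensed-nucleus cell shares, with cell loss under 80%, at 10 µM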;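 also: anti alpha tubulin signal scored within the nucleus-defined area of each cell; some results filed as inactive read as strong as hits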
# Yfh1-depleted yeast: mitochondrial function rescue without frataxin homolog – Friedreich's ataxia, plus single-dose screen, dose response (AID 1465) | S. cerevisiae Yfh1-off respiration, WST-1 reduction, 72 h; higher fold induction means a stronger effect | 0.074% of 220,000 active | fold induction at 50 µM; hits with a dose series show EC50 in µM;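 active = fold induction of absorbance versus untreated yeast above a set limit, then at least 30% activation at any dose in follow-up; inconclusive = repeats straddling the limit, or above it without dose testing; inactive = fold induction below the set limit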;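 also: activators that raise dye reduction in frataxin-depleted yeast; strong numbers were not always called active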
# AID2073: inhibitors of Mint1-CaV2.2 protein interaction, biochemical, HTRF (AID 2073); 0.19% of 290,000 active; inhibition, % at 20 µM, or IC50 in µM where a hit was titrated; HTRF protein-protein interaction, Mint1-CaV2.2; higher % means a stronger effect; in the data active = inhibition mostly above about 51%, no sharp cut-off; inconclusive = no clear call, values can overlap the other calls; inactive = mostly below about 53%; also: some results filed as inactive read as strong as hits
# bCat nuc transl: alters nuclear translocation of beta-catenin in HeLa cells; immunofluorescence imaging; nuclear translocation activity, % at 5 µM; 0.3% of 190,000 active;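 active = nuclear translocation activity above 50% at 5 µM, with a well cell count of 50 or more; inconclusive = wells under 50 cells across six images, flagged as toxic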;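 also: per-cell ratio of nuclear to cytoplasmic median beta-catenin stain intensity; plate controls were DMSO negative control for no effect and GSK-3 inhibitor IX positive control for full effect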
#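 Test system: human HeLa cells, native beta-catenin. Compound dosing: 5 µM primary single dose, 0.1% DMSO, 0.02–20 µM confirmation series. Incubation: compound exposure 24 h at 37°C. Detection: beta-catenin immunostaining with DAPI counterstain, 20x imaging, 6 fields/well. Read-out basis: Nuclear/cytoplasmic beta-catenin signal ratio, % activation.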
# HIV fusion peptide: cell-free HIV fusion peptide-binding blockers – biochemical, uHTS, fluorescence dequenching, primary screen (AID 1986); cell-free peptide binding, fluorescence dequenching, 30 min; higher % means a stronger effect; 0.3% of 290,000 active; one-dose inhibition, % at 20 µM; IC50 in µM for titrated hits; in the data active = inhibition mostly above about 52%, no sharp cut-off; inactive = mostly below about 76%; also: some results filed as inactive read as strong as hits
# WT yeast gro inh: growth inhibition of WT yeast, mitochondrial fusion screen; 2.1% of 190,000 active; inhibition, % at 10 µM; mitochondrial fusion phenotypic screen, WT strain; AID 1362; in the data active = inhibition above about 58%; tested in S. cerevisiae
# Ins promoter up: MIN6 insulin promoter up-regulation. AID 1625. 0.3% of 190,000 active. MIN6 insulin promoter-GFP reporter, high-content imaging; stronger effect = higher value. z-score at 5 µM;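 active = z-score above 3 at 5 µM with at least 500 cells counted in the well; inconclusive = wells under 500 cells, flagged as cytotoxic or low count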
# Autophagy HCS: alters autophagy in cells; calls only at 10 µM (by protocol); AID 463193; 0.98% of 190,000 active; MEF GFP-LC3 puncta imaging; test concentration mostly 10 µM;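 active = percentage of spot-positive cells more than 3 SD above its plate mean, without a fluorescence outlier flag or 80% toxicity; inconclusive = no clear call, values can overlap the other calls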;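 also: spot-positive cell cutoff set from DMSO-treated cells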
# Dynein cargo inh: blocks dynein driven cargo transport along microtubules | z-score, hits read low | AID 1381 | 0.47% of 220,000 active | 3617.4 mouse cells, GR-EGFP nuclear translocation imaging; test concentration mostly 20 µM; stimulated with dexamethasone, 1 µM; stronger effect = lower value;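 active = plate z-score of nuclear minus cytoplasmic receptor signal below a set negative limit, without overly bright fluorescence or cell loss, cut at about -3.5 in these data, passing the limit was not always enough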;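 also: z-score of nuclear minus cytoplasmic ring GR-EGFP intensity difference per well; some compounds called inactive have numbers as strong as hits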
#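 medium = tetracycline-free induction medium containing charcoal-stripped FBS | probe or stimulus = dexamethasone, 1.0 µM final | timing = 48 h induction, then 1 h compound, then 30 min agonist, 37 °C | detection = automated 10x imaging of fixed Hoechst-stained cells | read-out basis = nuclear versus cytoplasmic GR-EGFP signal, averaged per well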
# WT yeast gro inh mutant strain: second read-out of WT yeast gro inh, no call of its own (marks repeat the call); inhibition, %; mitochondrial fusion phenotypic screen, mutant strain inhibition
# Dynein cargo inh cytoplasmic EGFP: recorded beside Dynein cargo inh, whose call it bears; z-score; measured here: cytoplasmic GR-EGFP intensity; stronger effect = higher value
# Dynein cargo inh nuclear GR-EGFP: second read-out of Dynein cargo inh, no call of its own (marks repeat the call); z-score; measured here: nuclear GR-EGFP intensity;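 lower value marks the stronger effect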
# Dynein cargo inh cell count: recorded beside Dynein cargo inh, whose call it bears; z-score; measured here: cell count per field
# Ins promoter up cell count: second read-out of Ins promoter up, no call of its own (marks repeat the call); cell count; measured here: cytotoxicity, nuclei count;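 total cells summed across four imaged fields per well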
# bCat nuc transl cell count 5 µM: second read-out of bCat nuc transl, no call of its own (marks repeat the call); cell count; measured here: cell count, cytotoxicity flag
# MT stabilize HCS Hoechst-high %: second read-out of MT stabilize HCS, no call of its own (marks repeat the call); % Hoechst-high responders; measured here: nuclear condensation Hoechst responders;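 share of cells brighter than vehicle mean plus two SD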
# MT stabilize HCS cytotoxicity %: second read-out of MT stabilize HCS, no call of its own (marks repeat the call); toxicity, %; measured here: cytotoxicity by cell density;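 0% = mean cell density of plate MIN control wells and 100% = no cells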
# Autophagy HCS cell loss 18 h: further read-out of Autophagy HCS, marked with its call; toxicity, %; measured here: cell loss, nuclei count;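 cell loss after 18 h compound exposure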
# Numbers without * were called inactive; i = inactive; ? = inconclusive; / = no result given; + = active, no number. Hits appear at their usual frequency; about 4.2% have a hit in one of these screens.
Molecule	WT yeast gro inh mutant strain	Dynein cargo inh cytoplasmic EGFP	Autophagy HCS cell loss 18 h	Dynein cargo inh nuclear GR-EGFP	Dynein cargo inh cell count	Dynein cargo inh	bCat nuc transl	bCat nuc transl cell count 5 µM	HIV fusion peptide	MT stabilize HCS	Yfh1-depleted yeast	MT stabilize HCS Hoechst-high %	WT yeast gro inh	Ins promoter up cell count	Ins promoter up	Autophagy HCS	AID2073	MT stabilize HCS cytotoxicity %
O=C(NNC(=S)NCc1ccccc1)c1ccc(OC(F)F)cc1	-10	-0.32	-3	-0.19	0.4	-0.11	-2.6	538	0.1%	1.6	i	2.1	11	1325	0.35	i	-26%	5.5
O=C(Nc1cccc(C(=O)O)c1)/C(=C\c1ccc2c(c1)OCO2)NC(=O)c1ccccc1	7	0.026	3	1	-1.9	2	/	/	3.2%	1.9	i	2.2	-7	1108	0.07	i	15%	10
Cc1cc(C(=O)NC2=NCCS2)c2ccccc2n1	17	-0.33	-1	-0.53	0.87	-0.52	-0.6	1123	0.7%	6.8	i	1.1	10	1186	0.24	i	-1%	6.7
Nn1c(SCC(=O)NC2CCCc3ccccc32)nnc1-c1ccc(Cl)cc1Cl (stereo not drawn)	3	-0.07	12	-0.34	-0.16	-0.49	-2.2	1167	1.6%	4.7	i	2.3	-6	1447	-0.05	i	-6%	7.4
Cn1cccc1Cc1nnc(SCC(=O)Nc2cccc(F)c2)n1CCc1ccccc1	-6	-0.089	2.7*	1.8	-1	2.8	-2.0	1052	2.8%	5.2	i	1.1	2	1386	1.5	+	0%	1.9
O=C(Nc1ccc2c(c1)OCO2)N1CCCc2ccccc21	/	-0.24	/	-0.38	0.52	-0.68	1.7	1220	-1.6%	/	i	/	/	1167	-0.26	/	-26%	/
O=C(Oc1coc(CSc2nnc(NC(=O)c3cccs3)s2)cc1=O)c1ccccc1	-6	0.029	-5	-0.42	-0.88	-0.82	-1.1	1112	4.3%	6.9	i	1.7	-6	1506	-0.08	i	16%	5.6
COc1cc(C(=O)O)ccc1OCC(=O)N1CCOCC1	11	-0.2	-10	0.18	-0.96	0.00028	-0.5	911	-3.9%	4.2	i	2.5	0	/	/	i	4%	5.0
CCOc1ccccc1OCC(=O)NNC(=O)Cn1cnc2c1c(=O)n(C)c(=O)n2C	18	-0.31	1	0.6	-0.61	0.71	4.1	1142	-1.5%	5.3	i	3.9	-14	1053	0.15	i	1%	7.4
CS(=O)(=O)N(CC(=O)N/N=C/c1cc2c(cc1Br)OCO2)c1ccccc1Br	6	-0.23	-16	0.73	-0.011	0.21	-0.4	1220	-0.9%	2.3	/	1.2	17	1531	0.42	i	?	13
COc1nc(-c2ccncc2)nc2ccccc12	6	-0.08	8	-0.79	1.3	-0.072	/	/	-2.9%	2.9	i	1.4	53	/	/	i	0%	0.7
O=C(O)CCC(=O)Nc1ccc(OCC(=O)O)cc1	2	-0.22	-5	0.19	-0.016	0.64	-1.0	1212	-0.2%	1.5	i	1.0	-6	950	0.47	i	-4%	8.7
Cc1ccc(NC(=O)Cc2n[nH]c(=S)n2C)cc1	-10	-0.098	28	-0.38	0.59	-0.88	-0.6	994	1.7%	1.7	/	1.9	-6	1396	0.21	i	2%	0.1
Cc1cccc(C=Nc2ccccc2C(N)=O)c1	-3	-0.018	20	0.47	-1	0.14	/	/	-0.9%	37	i	14	0	901	0	i	9%	61
Cc1c(Cl)cccc1NC(=O)Nc1ccc(C(N)=O)cc1	-1	0.068	5	-0.08	0.35	0.2	-1.1	1067	-0.2%	1.7	i	1.8	-10	1236	0.45	i	5%	7.3
O=c1[nH]c2ccccc2nc1-c1ccccc1	/	-0.27	/	-0.44	2	-0.68	0.2	1351	-0.2%	/	i	/	/	/	/	/	-6%	/
CCN1C(=O)/C(=C\c2nc3ccccc3c(=O)n2-c2ccccc2)c2ccccc21	0	0.22	-3	-1.5	0.065	-2.5	-1.3	1009	-1.9%	4.4	i	4.3	5	1822	-1.6	i	0%	4.0
C=CCNC(=O)c1ccc(-c2nc(-c3ccc(Cl)cc3Cl)cs2)cc1	5	-0.24	3	0.37	-0.033	0.26	1.6	1032	1.6%	2.3	i	2.5	13	1686	-0.31	i	12%	14
CC(C)c1onc(C(=O)N2CCN(C(c3ccccc3)c3ccccc3)CC2)c1[N+](=O)[O-]	-50	-0.037	-22	1.8	-1.3	1.5	-1.0	476	1.4%	3.2	/	2.5	-17	1020	1.8	i	12%	14
O=C(Nc1cccc(-c2nc3ccccc3s2)c1)c1cccs1	-27	-0.31	1	-0.28	0.71	0.12	-1.2	1022	1.0%	2.3	i	2.5	17	/	/	i	15%	13

Molecule	WT yeast gro inh mutant strain	Dynein cargo inh cytoplasmic EGFP	Autophagy HCS cell loss 18 h	Dynein cargo inh nuclear GR-EGFP	Dynein cargo inh cell count	Dynein cargo inh	bCat nuc transl	bCat nuc transl cell count 5 µM	HIV fusion peptide	MT stabilize HCS	Yfh1-depleted yeast	MT stabilize HCS Hoechst-high %	WT yeast gro inh	Ins promoter up cell count	Ins promoter up	Autophagy HCS	AID2073	MT stabilize HCS cytotoxicity %
O=[N+]([O-])c1ccc(-n2nnnc2CN2CCCCC2)cc1	8	-0.3	5	0.53	-0.13	1.1	-0.9	1548	-1.1%	2.4	i	2.2	2	1401	0.01	i	-14%	3.1
NNC(=O)Cn1c(-c2ccccc2)cc(=O)n2ncnc12	/	-0.19	/	0.27	-0.27	-0.32	0.7	1296	0.9%	/	i	/	/	1110	0.05	/	3%	/
O=C(c1cccc2ccccc12)n1nnc2ccccc21	/	0.006	3	-1.4	0.95	-3.1	/	/	/	3.2	i	2.2	/	/	/	i	/	2.0
O=C(CCNc1ccc(F)cc1)c1cc2ccccc2o1	-18	-0.2	11	0.049	-0.15	0.6	-0.6	1080	-1.1%	4.9	i	2.1	0	1317	-0.12	i	-19%	6.2
CC1(C)CC(=O)C(C(C2=C(O)CC(C)(C)CC2=O)c2ccc(Br)s2)C(=O)C1 (stereo not drawn)	26	0.22	-14	-1.8	0.96	-2.7	/	/	7.3%	2.1	i	1.9	6	1390	0.08	i	35%	7.9
Cc1cc(C)n(-c2cc(C(C)(C)C)nc3c(-c4ccccc4)cnn23)n1	/	-0.3	/	-0.089	0.52	-0.13	0.4	1416	-0.7%	/	i	/	/	979	-0.62	/	8%	/
COc1ccc(NC(=O)/C=C/c2cc(OC)c(OC)c(OC)c2)cn1	4	-0.22	-2	-0.32	1.1	-0.64	-1.0	1055	-1.5%	1.4	i	2.0	-8	1272	-0.63	i	-5%	5.5
COC(=O)Nc1snnc1C	-6.9*	-0.39	20	0.2	0.017	0.083	0.5	1429	-4.3%	2.4	i	2.5	63*	1332	1.4	i	2%	1.4
Cc1ccccc1CC1(CO)CCCN(C(=O)c2ccc(F)cc2)C1 (stereo not drawn)	19	-0.27	23	0.21	-0.12	-0.017	-0.9	989	-0.2%	2.0	i	0.9	7	1399	0.42	i	0%	0.5
CCN1CCN(c2cc(=O)n(Cc3ccc(F)cc3)c(=O)[nH]2)CC1	3	-0.14	-18	-0.66	0.26	-0.78	-0.4	1123	-1.1%	2.0	i	2.3	-5	1001	-0.42	i	11%	9.0
CCC(C(=O)NC1CCCC1)N(C(=O)Cn1nnc(-c2cccs2)n1)c1cnc2ccccc2c1 (stereo not drawn)	-11	-0.2	-5	-0.36	0.26	-0.34	-0.3	991	7.4%	2.8	i	1.6	-15	1568	-1.4	i	-1%	13
O=C(NCC1CCCO1)C1CCN(S(=O)(=O)c2cccnc2)CC1 (stereo not drawn)	6	-0.094	0	2.2	-1.6	3.5	2.1	1371	7.3%	3.2	i	1.6	2	1432	0.27	i	-5%	2.9
O=C(O)/C=C\C(=O)Nc1ccc(OCc2ccccc2)cc1	2	-0.21	-17	-0.88	0.6	-1.6	-2.5	1021	0.9%	3.5	i	3.1	-16	1547	0.02	i	-2%	14
CCNc1[nH]c(=O)n(C)c(=O)c1N=O	0	-0.22	-38	0.39	0.55	0.026	-3.4	884	-0.8%	2.4	i	2.1	-1	1536	0.17	i	2%	6.6
COc1ccccc1Nc1ncc(-c2cccs2)s1	11	0.027	17	1.1	-0.5	0.55	107*	682*	1.1%	6.5	i	3.5	17	965	-0.51	i	-36%	7.1
Cc1cccc(N2CCN(C(=O)CSc3ccsc3[N+](=O)[O-])CC2C)c1 (stereo not drawn)	14	-0.24	13	-1.1	1.3	-1.3	/	/	6.9%	2.4	i	3.5	18	1170	0.17	i	-4%	7.4
CS(=O)(=O)Nc1ccc(C(=O)NCCC2=CCCCC2)cc1	18	-0.27	12	0.66	0.51	0.95	-1.9	1117	0.5%	2.5	i	1.8	10	1845	-0.47	i	7%	7.1
N#Cc1c(-c2cccc(Br)c2)cc(-c2cccnc2)nc1N	7	-0.33	11	-0.55	0.78	-0.79	0.5	914	1.6%	5.0	i	4.4	-3	1233	-0.45	i	10%	3.4
O=C(CN(C1CCCCC1)S(=O)(=O)c1ccccc1)NCc1cccnc1	-7	-0.23	0	0.39	0.7	0.054	-0.6	1168	2.4%	3.2	i	1.6	-10	/	/	i	0%	36
COc1cc(CCC(=O)N2CCN(c3ncccn3)CC2)cc(OC)c1OC	-7	0.39	-1	-0.14	0.55	-0.21	1.6	1107	1.1%	8.8	i	0.7	3	1302	-0.07	i	-4%	6.6
